Screening data (PubChem BioAssay)
eIF4E-4G inh – inhibitors of eIF4E and eIF4G interaction in translation initiation; P63073+Q04637; TR-FRET eIF4E-eIF4GI(517-606) binding, 2 h; inhibition, % at 21.7 µM; 0.37% of 220,000 active; AID 782;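 further: 0% = full FRET control wells and 100% = background wells lacking eIF4GI fragment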
Furin inh – blocks human furin protease activity; P09958; purified furin, fluorogenic substrate cleavage; inhibition, % at 30 µM; 0.061% of 220,000 active; AID 463115; in the data active means inhibition above about 25%; further: inactives centre near -15
thrombin 1536 – blocks human thrombin protease activity; P00734; alpha-thrombin, Boc-VPR-AMC fluorogenic substrate cleavage; inhibition, % at 5 µM; 0.26% of 220,000 active; AID 1046;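 active means inhibition at or above 40%; inactive means inhibition below 40%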;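 further: 0% = enzyme with no compound and 100% = wells without enzyme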
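System: human alpha-thrombin protein; Compound dosing: one concentration per compound, 5 µM, with 0.2% DMSO; Timing: reaction at room temperature; Technique: AMC fluorescence, 355/460 nm; Controls: enzyme without compound as high, wells lacking enzyme as low.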
14-3-3 Bad PPI – disrupts binding of bovine 14-3-3 zeta to phospho-Bad peptide | P63103 | TR-FRET 14-3-3zeta/Dy647-pBad peptide displacement, 1 h | inhibition, % at 21.7 µM | 0.71% of 220,000 active;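 active means inhibition above about 70%, limit read from the data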;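 further: 0% = full 14-3-3 plus peptide FRET controls and 100% = background without 14-3-3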
EBV gp42 block – EBV gp42 inhibition. Fluorescence polarization binding assay, mP read-out. inhibition, % (tested at 21.74 µM). 0.42% of 220,000 active. Q1HVG2; in the data active means inhibition above about 50%
KLK5 inh – blocks human kallikrein 5 protease activity; Q9Y337; recombinant hK5, fluorogenic AMC substrate cleavage; inhibition, % at 5 µM; 0.59% of 210,000 active;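 active means inhibition of 40% or more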;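 further: 0% = enzyme controls without compound and 100% = no-enzyme blanks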
Rad51 HR inh – blocks human Rad51 in homologous recombination; Q06609; inhibition, % at 10 µM; hRad51 DNA strand exchange, fluorescence dequenching; 0.085% of 200,000 active;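 active means inhibition above 40% at the single screening dose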;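 further: 0% = DMSO control wells and 100% = blanks with heterologous ssDNA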
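material = hRad51 filaments on single-stranded DNA | reagent = Donor/quencher-labelled 47-bp dsDNA substrate | compound = 10 µM final, single point | schedule = strand-exchange reaction 15 min at room temperature | measured by = fluorescein emission 520 nm, excitation 485 nm | read-out basis = % inhibition versus plate control and blank means | benchmarks = plate controls and plate blanks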
NCF1 inh – p47phox (human) inhibition. 0.53% of 220,000 active. p47phox/p22phox peptide binding, fluorescence polarization, 2 h. inhibition, % at 24.7 µM;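 further: 0% = p47phox with labelled peptide and 100% = labelled peptide alone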
Cl transport mod – modulators of human KCC2 chloride dependent transport. Q9H2X9. KCC2 cells, thallium flux FluoZin-2 fluorescence. B-score of Tl+ flux slope (higher = more flux/activation; lower = inhibition) at 10 µM. 2.2% of 190,000 active;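 active means thallium flux slope and its plate-corrected score both differing from the plate sample mean at a set confidence after two filtering rounds, in either direction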;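 further: slope of fluorescence scaled to starting intensity during 10 to 20 s after thallium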
* = called active by the depositor; / = not tested or not shown; [ ] = another dose, or the depositor's remark.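 How the source made its calls, unless noted: active means inhibition above about 30% (limit read from the data); inactive means the rest.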 Random draw from the library. Share with any hit: about 4.7%.

[1] CSc1ccc(S(=O)(=O)Nc2ccc(OCC(=O)N3CCOCC3)cc2)cc1
[2] ONC(=Nc1ccccc1)c1ccccc1Cl
[3] O=C(CCC(=O)c1cccs1)Nc1nnc(C2CC2)s1
[4] CC(/C=C/c1ccco1)=N\NC(=O)c1cccc(Cl)c1
[5] N#Cc1cc(-c2ccccc2)cnc1Sc1ccccc1
[6] O=S(=O)(NCc1csc(-c2cccs2)n1)c1cccs1
[7] CCC(C)n1c(-c2cc(OC)c(OC)c(OC)c2)nc2nc3ccccc3nc21 (centres undefined)
[8] O=C(CCC(=O)OCC(F)(F)C(F)F)Nc1ccccc1F
[9] O=C(CN1CCSCC1)c1c[nH]c2ccccc12
[10] COc1cccc(OC)c1C(=O)Nc1nnc(-c2cccs2)s1

assay / compound | 1 | 2 | 3 | 4 | 5 | 6 | 7 | 8 | 9 | 10
eIF4E-4G inh | 2 | -2[fluorescence artefact?] | -5 | 5 | -3 | 1 | -1 | -3 | 0 | -1
Furin inh | -9 | -19[20 µM] | -18 | -8 | -11[20 µM] | -14 | 4[20 µM] | -40 | -20[20 µM] | -12
thrombin 1536 | 2 | 2 | -2 | -5 | -1 | -5 | 10 | 9 | -4 | -4
14-3-3 Bad PPI | -2 | 3 | -6 | -7 | 0 | -11 | -5[fluorescence artefact?] | -12 | -6 | 10
EBV gp42 block | 2 | 1 | 16 | 0 | -20 | -9 | -1 | -11 | -13 | 0
KLK5 inh | -4 | 6 | 0 | -23 | -9 | 0 | -32 | -2 | -6 | 4
Rad51 HR inh | 3 | -2 | 7 | 13 | 8 | / | / | 20 | 9 | -3
NCF1 inh | 4 | 2 | -19 | -16 | -6 | -9 | -8 | -8 | -16 | -2
Cl transport mod | -2.6 | 0.16 | / | 14* | 0.067 | -4.1 | / | 0.11 | 0.57 | -0.35

[11] CC1CCC(C(=O)NC(C(=O)NCc2cccnc2)C(C)C)CC1 (centres undefined)
[12] COc1cccc(N(Cc2nnc3n2CCCCC3)C(=O)Nc2ccccc2)c1
[13] CCCOc1c(Br)cc(C(N)=O)cc1OCC
[14] COc1ccc(N(CC(=O)N2CCC(Cc3ccccc3)CC2)S(C)(=O)=O)cc1
[15] CC1(C)Cc2noc(N)c2C(C)(C)N1O
[16] COc1ccccc1C(=O)NC(=S)Nc1ccc(NC(=O)c2cccs2)cc1
[17] Cc1ccc(OCCSc2nnc(C)c(=O)n2N)cc1
[18] COc1cc2nc(C3CCC3)nc(N3CCN(c4ccccn4)CC3)c2cc1OC
[19] COc1ccc(-c2cc3nc4n(c(=O)c3s2)CCC4)cc1
[20] N#Cc1c(-c2ccc(Cl)cc2)ccn2nc(CCC(=O)O)nc12

assay / compound | 11 | 12 | 13 | 14 | 15 | 16 | 17 | 18 | 19 | 20
eIF4E-4G inh | -10 | -5 | 2 | 4 | 0[fluorescence artefact?] | 16 | 0 | 19 | -3 | -4
Furin inh | -18[20 µM] | -26 | -28 | -4 | -24[20 µM] | -19 | -14 | -2 | -26[20 µM] | -12[20 µM]
thrombin 1536 | 2 | 0 | -9 | -8 | -6 | -10 | 0 | -8 | -10 | 2
14-3-3 Bad PPI | -4 | -10 | -3 | -6 | 8[fluorescence artefact?] | 16 | 1 | 4 | -8 | -3
EBV gp42 block | 5 | -3 | 8 | -5 | -8 | 3 | -19 | 1 | -9 | -15
KLK5 inh | -2 | -2 | -3 | 6 | 10 | -11 | -8 | -12 | -94 | -1
Rad51 HR inh | 4 | 9 | 10 | -6 | 0 | 11 | 9 | 7 | 4 | -2
NCF1 inh | -6 | -3 | 2 | -7 | -8 | -6 | -1 | -17 | 0 | 1
Cl transport mod | 0.42 | 1.5 | -1.1 | -5* | 0.56 | 0.012 | -0.49 | -0.49 | / | -0.77

[21] CCC(=O)n1nc(-c2ccc(OC)cc2)nc1SC
[22] CC(C)(C)C(=O)NC1(C(F)(F)F)NC(=O)N(Cc2ccccc2)C1=O (centres undefined)
[23] CCOc1cc(N2CCOCC2)c(OCC)cc1NC(=O)Cc1ccc(OC)c(OC)c1
[24] COc1ccc(C(=O)NC(Nc2ccccc2)C(Cl)(Cl)Cl)cc1 (centres undefined)
[25] O=C(NNc1nc(-c2ccccc2)cs1)c1ccccc1
[26] O=C(Nc1nnc(-c2ccccc2)o1)Nc1ccccc1Cl
[27] CC(SCc1cc(=O)n2c([nH]c3ccccc32)c1C#N)C(=O)O (centres undefined)
[28] CCOC(=O)N1CCN(C(=O)CCc2c(C)nc3c(c(C)nn3-c3ccc(C)c(C)c3)c2C)CC1
[29] COc1ccc(Cl)cc1N(CC(=O)NC1CC1)S(=O)(=O)c1ccc(C)c([N+](=O)[O-])c1
[30] O=C(CSc1ncn[nH]1)Nc1ccc(S(=O)(=O)Nc2ncccn2)cc1

assay / compound | 21 | 22 | 23 | 24 | 25 | 26 | 27 | 28 | 29 | 30
eIF4E-4G inh | -1 | -3 | 3 | 7 | 7 | 0[fluorescence artefact?] | -4 | 5 | -3 | -2
Furin inh | -19[20 µM] | -14 | -8 | -4 | -7[20 µM] | 1 | -11 | 2 | -19 | -22
thrombin 1536 | 28 | -8 | -1 | -11 | -1 | -3 | -2 | -6 | -9 | 2
14-3-3 Bad PPI | -6 | 3 | -3 | 0 | 0 | 10[fluorescence artefact?] | -1 | 12 | -3 | -5
EBV gp42 block | -3 | -5 | -9 | 4 | -22 | -6 | 23 | 3 | 6 | 2
KLK5 inh | -7 | 0 | 2 | -3 | -1 | -9 | -14 | -3 | -2 | -19
Rad51 HR inh | -1 | / | / | 0 | / | / | -29 | 7 | 1 | 15
NCF1 inh | -12 | 1 | -13 | -12 | 7 | -25 | -21 | -10 | -2 | -9
Cl transport mod | 0.022 | -1 | -4.7* | / | -5.9* | 20* | 0.21 | -0.61 | 0.019 | -0.13

Entries 29 to 30 from above:
[29] COc1ccc(Cl)cc1N(CC(=O)NC1CC1)S(=O)(=O)c1ccc(C)c([N+](=O)[O-])c1
[30] O=C(CSc1ncn[nH]1)Nc1ccc(S(=O)(=O)Nc2ncccn2)cc1

assay / compound | 29 | 30
eIF4E-4G inh | -3 | -2
Furin inh | -19 | -22
thrombin 1536 | -9 | 2
14-3-3 Bad PPI | -3 | -5
EBV gp42 block | 6 | 2
KLK5 inh | -2 | -19
Rad51 HR inh | 1 | 15
NCF1 inh | -2 | -9
Cl transport mod | 0.019 | -0.13

(further entries)
[31] Cc1noc(C(=O)NCc2ccc(F)cc2)c1Cl
[32] O=S(=O)(Nc1ccc(S(=O)(=O)Nc2ccccc2)cc1)c1ccccc1
[33] COc1ccc(C(=O)c2nc3c(n2O)CCCC3)cc1OC
[34] O=C(COc1ccccc1)NNC(=S)NC(=O)c1ccccc1
[35] Cc1cc(-c2nnc(CCC(=O)N(C)Cc3ccsc3)o2)no1
[36] COc1cc2c(cc1OC)C(SC)=NC1(CCCC1)C2
[37] CCN(CC)CCOC(c1ccccc1)c1ccc(C)cc1 (centres undefined)
[38] NC(=O)c1ccc[n+](CCC[n+]2cccc(C(N)=O)c2)c1
[39] N#CC1=C2Nc3ccccc3N2C(=O)NC1(c1ccccc1)C(F)(F)F (centres undefined)
[40] COC(=O)c1ccc(C2C(Oc3ccc(OC)cc3)C(=O)N2CCc2ccc(OC)c(OC)c2)cc1 (centres undefined)

assay / compound | 31 | 32 | 33 | 34 | 35 | 36 | 37 | 38 | 39 | 40
eIF4E-4G inh | 4 | 3[fluorescence artefact?] | -13 | -6 | 2 | 1 | 13 | -1 | -3 | 1
Furin inh | -16 | -4[20 µM] | -12[20 µM] | -33 | -6 | -20 | -18 | -7 | -18[20 µM] | -19
thrombin 1536 | -1 | 6 | -1 | -13 | -12 | 5 | -4 | -2 | -7 | -10
14-3-3 Bad PPI | -1[fluorescence artefact?] | 3 | 66 | -12 | -1 | -1 | -16 | -2 | -5 | 4[fluorescence artefact?]
EBV gp42 block | -4 | -5 | 11 | -11 | -7 | -18 | 1 | 9 | -2 | 8
KLK5 inh | -2 | 1 | -20 | -13 | -2 | 22 | -17 | 22 | 5 | -10
Rad51 HR inh | -5 | 4 | -9 | -4 | 1 | -8 | 2 | -8 | -6 | 8
NCF1 inh | -11 | -10 | -9 | -7 | 0 | -7 | -8 | -2 | -4 | 17
Cl transport mod | 6.8* | -0.2 | / | 18* | / | -0.2 | 0.05 | 0.13 | 0.01 | 1.4

Ordered by the number under 14-3-3 Bad PPI (descending): 6 of the compounds above.
| no. | canonical_smiles | 14-3-3 Bad PPI |
| --- | --- | --- |
| 18 | COc1cc2nc(C3CCC3)nc(N3CCN(c4ccccn4)CC3)c2cc1OC | 4 |
| 22 | CC(C)(C)C(=O)NC1(C(F)(F)F)NC(=O)N(Cc2ccccc2)C1=O (centres undefined) | 3 |
| 17 | Cc1ccc(OCCSc2nnc(C)c(=O)n2N)cc1 | 1 |
| 25 | O=C(NNc1nc(-c2ccccc2)cs1)c1ccccc1 | 0 |
| 36 | COc1cc2c(cc1OC)C(SC)=NC1(CCCC1)C2 | -1 |
| 8 | O=C(CCC(=O)OCC(F)(F)C(F)F)Nc1ccccc1F | -12 |

Continuation.
[41] Cc1nc(SCC(=O)N2CC(=O)Nc3ccccc32)c2c(C)c(C)sc2n1
[42] CC(C(=O)NC1CCCC1)N(Cc1ccco1)C(=O)c1snc(C(=O)NC2CCCC2)c1N (centres undefined)
[43] Cc1cccc(NC(=O)CSc2cc(C)c(C#N)c3nc4ccccc4n23)c1
[44] Cc1ccc(S(=O)(=O)N(C)c2ccc(N)cc2)cc1

assay / compound | 41 | 42 | 43 | 44
eIF4E-4G inh | -3 | 0 | -12 | 0
Furin inh | -24[20 µM] | -21 | -33 | -31[20 µM]
thrombin 1536 | -1 | 1 | 1 | 2
14-3-3 Bad PPI | 1 | -6 | 18 | -8
EBV gp42 block | -9 | 0 | -21 | -9
KLK5 inh | 0 | -7 | 4 | -22
Rad51 HR inh | 2 | -6 | -22 | -2
NCF1 inh | -6 | -7 | -12 | -8
Cl transport mod | -1.1 | 0.62 | / | /
